# EphA4 KYL inhibition = inhibitors of EphA4 binding to KYL peptide, primary screen, biochemical, colorimetric, mouse EphA4 (AID 689); Ephrin type-A receptor 4 (Mus musculus); inhibition, % at 10 µM; hits with a dose series show IC50 in µM; EphA4-AP binding to KYL peptide, pNPP A405; higher % means a stronger effect; hit rate 0.1% among 62,000; in the data active = a potency from the dose series; inactive = the rest, 99 in 100 with inhibition below about 22%
# * = called active by the depositor; & = joins results of further samples.
SMILES,EphA4 KYL inhibition
COc1cccc(C(=O)O/N=C(\N)c2ccncc2)c1,2%
COC(=O)C1=NN(C(=O)c2ccc(Cl)cc2)C(O)(c2ccccc2)C1 (configuration not stated),-9%
CNC(=O)c1sc(-c2cccnc2)nc1C,-13%
CN(C1=NC(=O)/C(=C\C=C\c2ccccc2)S1)c1ccc(O)cc1,5%
CC(=O)NC12CC3CC(C1)CC(C(=O)OCC(=O)c1ccc4c(c1)OCCO4)(C3)C2,-7%
CCCCCC1CC(=O)N(Cc2ccccc2)C(=O)N1 (configuration not stated),-2%
Cc1c(C(=O)O)cccc1-n1c(C)ccc1C,27%
COc1cc(NC(=O)c2cnn3c2NC(c2cc(OC)c(OC)c(OC)c2)CC3C(F)(F)F)cc([N+](=O)[O-])c1 (configuration not stated),-11%
CN1CCN(C(=O)c2ccc3c(=O)n(Cc4ccc(Cl)cc4)c(=S)[nH]c3c2)CC1,-2%
CCCCOC(=O)C1=C(C)Nc2ncnn2C1c1ccc(OCC)c(OC)c1 (configuration not stated),-6%
Cc1cc(-c2ccco2)n(-c2ccccc2)n1,8%
Cc1nc(CCNC(=O)Cc2ccccc2)cs1,-9%
O=C(CN1CCN(CC(=O)c2ccc(F)cc2)CC1)Nc1ccccc1Cl,-10%
O=C(COC(=O)CNC(=O)C1CCCCC1)Nc1ccc2ccccc2c1,-9%
Clc1ccc(-c2nnc3n2CCCCC3)cc1,0%
NC(=O)COc1ccc(=O)n(-c2ccccc2)n1,14%
O=C(NC1CCCCC1)C1CCN(S(=O)(=O)c2cccc3nsnc23)CC1,-7%
O=C(c1cc(-c2cccs2)on1)N1CCOCC1,0%
COc1ccc(S(=O)(=O)Cc2ccc(C(=O)NCc3cccs3)o2)cc1,-9%
O=C(CSc1nc(O)cc(=O)[nH]1)N1c2ccccc2CCc2ccccc21,-8%
CN(C)CCCNC(=O)c1ccc(-c2nc(-c3ccc(Cl)cc3)cs2)cc1,-14%
COc1ccc2oc(=O)c(C(=O)Nc3ccccc3F)cc2c1,-2%
CC(NC(=O)c1cc2ccccc2o1)c1cccs1 (configuration not stated),3%
Cc1ccc(C(=O)Nn2c(O)c(C=C3N=c4ccccc4=N3)sc2=S)cc1,13%
COc1ccc(-n2c(N)c(C(=O)NCC3CCCO3)c3nc4ccccc4nc32)c(OC)c1 (configuration not stated),6%
CCCCN(Cc1ccco1)C(=O)Cn1ncc2c(=O)oc3ccc(C)cc3c21,6%
Cc1cccc(Cn2c(=O)n(-c3ccc(CC(=O)NCc4ccco4)cc3)c(=O)c3sccc32)c1,1%
COc1ccc(C2NC(=O)NC(O)(C(F)(F)F)C2C(=O)c2ccc(C)cc2)cc1 (configuration not stated),1%
COc1ccccc1-c1nnc(SCC(=O)Nc2ccc(S(N)(=O)=O)cc2)n1C,-10%
CCC(CC)c1nnc(NC(=O)c2c(-c3ccccc3)noc2C)s1,-20%
COc1cccc(-n2c(COc3ccc(C)cc3)nnc2SCC(N)=O)c1,-10%
CCCCOc1ccc(-c2nnn(CCC(=O)N3CCOCC3)n2)cc1,-4%
Cc1ccc(S(=O)(=O)N2CCN(Cc3ccc(F)cc3)CC2)cc1,-8%
Cn1nc(SCC(=O)O)sc1=S,-17%
c1ccc(-c2noc(-c3ccncc3)n2)nc1,-8%
Cc1nc2c(ccc3nc(NC(=O)c4ccc5c(c4)OCCO5)sc32)s1,0%
c1ccc(-c2nccc(-c3ccc(-n4cnc5ccccc54)cc3)n2)nc1,-6%
COC(=O)c1ccc(COC(=O)CCc2nc(-c3ccccc3)c(-c3ccccc3)o2)cc1,-2%
CCOC(=O)c1ccccc1NC(=O)c1ccc(CN2CCc3ccccc3C2)cc1,6%
O=C(NCc1ccco1)C12CC3CC(C1)CC(C(=O)NCc1ccco1)(C3)C2,-10%
O=C(NCc1ccccn1)c1cc(-c2ccccc2Cl)on1,-15%
CCC(C)(C)n1nnnc1C(c1cc2cc3c(cc2[nH]c1=O)OCO3)N1CCN(C)CC1 (configuration not stated),-14%
COc1cc(C)c(Br)cc1S(=O)(=O)NCc1ccccc1,-18%
CCCCN(CC)Cc1ccc(CNC(=O)Nc2ccc(OCC)cc2)o1,-2%
CC(=O)N1CCN(c2ccc(NC(=O)c3ccccc3)cc2)CC1,4%
CCOC(=O)C1CCN(C(=O)CSCCSCC(=O)N2CCC(C(=O)OCC)CC2)CC1,1%
CCOc1ccc(OCC)c(NC(=O)CNS(=O)(=O)c2cccs2)c1,-16%
CCCCCCCOC(=O)c1ccc(OC(=O)c2cccnc2)cc1,-3%
COc1ccc(/C=C/C(=O)NC(=S)Nc2ccccc2O)cc1,-17%
COc1ccc(C2C(C#N)=C(N)N(Nc3ccccc3)C3=C2C(=O)CC(C)(C)C3)cc1C (configuration not stated),-8%
Cc1ccccc1NC(=O)Cn1c(=O)n(C)c2ccccc21,-18%
CC(C)CCNC(=O)CN(Cc1ccc2c(c1)OCO2)C(=O)CCC(=O)Nc1ccccn1,-3%
CCOC(=O)c1ccc(NC(=O)CNC(=O)c2ccccc2)cc1,-6%
O=C(CC1Sc2ccccc2NC1=O)Nc1ccccc1NC(=O)CC1Sc2ccccc2NC1=O (configuration not stated),-2%
Cn1c(NC(=O)Cc2ccc(F)cc2)cc(=O)n(C)c1=O,1%
O=S(=O)(c1ccccc1)c1cnc(-c2cccnc2)nc1-c1ccc(Cl)cc1Cl,-3%
COc1ccc(-c2cc(-n3c(C(F)(F)F)nc4ccccc43)n(CCC#N)n2)cc1,0%
O=C(NCCCN1CCOCC1)c1cc2c(s1)CCC2,-11%
Cc1ccc(/C=C/C(=O)Nc2ccc([N+](=O)[O-])cc2)o1,-10%&16%
O=C(CSCc1ccc(Br)cc1)Nc1ccc(S(=O)(=O)N2CCOCC2)cc1,-4%
# (listing goes on)
SMILES,EphA4 KYL inhibition
CCOCCCNCC(=O)NC1(C)C2CCC(C2)C1(C)C (configuration not stated),-2%
O=C(Nc1cc(C(F)(F)F)ccc1N1CCOCC1)c1ccc2ccccc2n1,4%
CCOc1cc(/C=C2\C(=O)NN(c3ccc(Cl)c(Cl)c3)C2=O)ccc1OC(C)=O,14%
Cc1ccc2[nH]c3c(c2c1)CN(C(=O)CN1CCN(c2ccccc2)CC1)CC3,1%
O=C(O)CC12CSc3[nH]c(=O)sc3C1c1ccccc1OC2=O (configuration not stated),-6%
CCn1c(-c2ccccc2)c[nH]c1=S,0%
O=C(Nc1ccc(F)cc1)c1cc(S(=O)(=O)Nc2ccc(F)cc2)cs1,-12%
CC(CCc1ccccc1)NC(=O)c1ccc(Cl)nc1 (configuration not stated),2%
Cc1ccc(NC(=O)OCC(F)(F)C(F)F)cc1NC(=O)OCC(F)(F)C(F)F,-20%
CCCCn1c(SCC(=O)N2CCOCC2)nnc1-c1cccs1,-2%
CCCn1c(O)c(/C=C2\C=NN=C2c2ccccc2)sc1=S,-3%
COc1ccc(C(O)c2coc3ccc(O)c(CN(C)C)c23)cc1 (configuration not stated),6%

# Three structures already listed, arranged by SMILES length, ascending:
SMILES,EphA4 KYL inhibition
CC(CCc1ccccc1)NC(=O)c1ccc(Cl)nc1 (configuration not stated),2%
CCOCCCNCC(=O)NC1(C)C2CCC(C2)C1(C)C (configuration not stated),-2%
Cc1ccc(NC(=O)OCC(F)(F)C(F)F)cc1NC(=O)OCC(F)(F)C(F)F,-20%

# The listing continues:
SMILES,EphA4 KYL inhibition
Cc1ccc(OCCNC(=O)c2cc(-n3cnnc3)ccc2Cl)cc1C,-5%
CCc1nc2ccccc2n(CC)c1=O,-15%
COc1ccc(NC(=O)c2ccc(COc3ccccc3Br)o2)cc1OC,-8%
O=C(c1ccccc1F)N1CCN(c2ccc([N+](=O)[O-])cc2C(F)(F)F)CC1,5%
CCOC(=O)CN(C(=O)CSc1nnc(COc2ccc(OC)cc2)n1C)c1ccccc1,-3%
Cc1cccnc1NC(=O)c1ccc2nc(N)sc2c1,-5%
CC1CN=C(c2cccn2Cc2ccc(F)cc2Cl)O1 (configuration not stated),-20%
CCOc1cc(NC(=S)Nc2ccccc2)c(OCC)cc1NC(=O)c1ccc(OC)cc1,-16%
Cn1nc(C(F)(F)F)c2cc(NC(=O)OCc3ccc(C(C)(C)C)cc3)sc21,-1%
CCOC(=O)C(C)Oc1ccsc1C(=O)OC (configuration not stated),8%
O=[N+]([O-])c1ccc(N(c2ccccc2)c2ccccc2)cc1,11µM*
CCCCC[n+]1ccn(C2=C([O-])c3ccccc3C(=O)/C2=N\S(=O)(=O)c2ccccc2)c1,-5%
Cc1cnc(C)c(N2CCC(C(=O)NCc3cccs3)CC2)n1,-3%
Cc1oc(C(=O)O)cc1CSC(C)C(=O)O (configuration not stated),-15%
CCOC(=O)N1CCN(CC(=O)Nc2c(C(=O)OC)[nH]c3ccccc23)CC1,-18%
CCOc1ccc(/C(O)=C2/C(=O)C(=O)N(CCOCCO)C2c2ccccc2)cc1 (configuration not stated),-14%
COC(=O)c1ccccc1NC(=O)CN1CCC(NC(=O)c2ccccc2C)CC1,5%
N#Cc1c(-c2ccco2)cc(C2CC2)nc1SCC(=O)c1ccccc1,-14%
Cc1c(O)c(CN2CCCCC2)cc2c1oc(=O)c1ccccc12,-10%
COC(=O)C1=C(C)N(Cc2ccc(C)cc2)C(=O)C1,-11%
C=CCn1c(N)c(C(=O)NCc2cccnc2)sc1=S,-4%
Cn1c(SCC(=O)NC2CC2)nnc1-c1cccc(NC(=O)c2ccccc2F)c1,-3%
CCOC(=O)C1=C(C)N(C)C(=O)NC1c1c(C)nn(-c2ccc(C)cc2)c1Cl (configuration not stated),2%
CCNC(=O)CN1C(=O)NC(CCc2ccccc2)C1=O (configuration not stated),-8%

# A portion of the results above:
SMILES,EphA4 KYL inhibition
COc1cccc(C(=O)O/N=C(\N)c2ccncc2)c1,2%
COC(=O)C1=NN(C(=O)c2ccc(Cl)cc2)C(O)(c2ccccc2)C1 (configuration not stated),-9%
CNC(=O)c1sc(-c2cccnc2)nc1C,-13%
CN(C1=NC(=O)/C(=C\C=C\c2ccccc2)S1)c1ccc(O)cc1,5%
CC(=O)NC12CC3CC(C1)CC(C(=O)OCC(=O)c1ccc4c(c1)OCCO4)(C3)C2,-7%
CCCCCC1CC(=O)N(Cc2ccccc2)C(=O)N1 (configuration not stated),-2%
Cc1c(C(=O)O)cccc1-n1c(C)ccc1C,27%
COc1cc(NC(=O)c2cnn3c2NC(c2cc(OC)c(OC)c(OC)c2)CC3C(F)(F)F)cc([N+](=O)[O-])c1 (configuration not stated),-11%
CN1CCN(C(=O)c2ccc3c(=O)n(Cc4ccc(Cl)cc4)c(=S)[nH]c3c2)CC1,-2%
CCCCOC(=O)C1=C(C)Nc2ncnn2C1c1ccc(OCC)c(OC)c1 (configuration not stated),-6%
Cc1cc(-c2ccco2)n(-c2ccccc2)n1,8%
Cc1nc(CCNC(=O)Cc2ccccc2)cs1,-9%
O=C(CN1CCN(CC(=O)c2ccc(F)cc2)CC1)Nc1ccccc1Cl,-10%
O=C(COC(=O)CNC(=O)C1CCCCC1)Nc1ccc2ccccc2c1,-9%
Clc1ccc(-c2nnc3n2CCCCC3)cc1,0%
NC(=O)COc1ccc(=O)n(-c2ccccc2)n1,14%
O=C(NC1CCCCC1)C1CCN(S(=O)(=O)c2cccc3nsnc23)CC1,-7%

# (more compounds)
SMILES,EphA4 KYL inhibition
COc1ccccc1C(=O)N1CCN(c2ccccn2)CC1,32%
O=C(NC1CCCCCC1)C1c2ccccc2C(=O)N1C1CC1 (configuration not stated),-6%
O=C(NCCc1ccc(Cl)cc1)C(=O)NCc1ccccc1,1%
CC(C)(C)NC(=O)C(c1ccsc1)N(CCc1ccccc1)C(=O)Cn1nnc2ccccc21 (configuration not stated),6%
Cc1ccc(Oc2cc(N3CCOCC3)nc(-c3ccccc3)n2)cc1,8%
Cc1cc(SCCC(=O)O)nc2ccccc12,5%
O=S(=O)(c1ccc(Cl)s1)N1CCC(Cc2ccccc2)CC1,-20%
CNc1oc(Cc2ccccc2)nc1S(=O)(=O)c1ccc(Cl)cc1,-6%
CCC(=O)c1ccc(OCC(O)CN2CCN(c3ccc(F)cc3)CC2)cc1 (configuration not stated),-7%
CC(OC(=O)c1ccncc1)C(=O)Nc1cccc(Cl)c1 (configuration not stated),9%
COc1cccc(/C=C/C(=O)c2ccc[nH]2)c1,1%
Cc1ccc(-c2[nH]nc(N)c2N=Nc2cccc(Cl)c2C)cc1,-5%
CCN(CC)CCN1C(=O)C(O)=C(C(=O)/C=C/c2ccccc2)C1c1ccc(OC)cc1 (configuration not stated),2%
CCNc1cc2oc(=O)c(CN3CCOCC3)c(C)c2cc1C,-3%
CC(=O)c1c(C)oc2ccc(OC(=O)c3cccc(Cl)c3)cc12,-3%
CC(=C/C(=O)O)/C=C/c1cccs1,-6%
COc1ccc(N(CC(=O)N2CCc3ccccc32)S(=O)(=O)c2c(C)noc2C)cc1,-11%
CCOC(=O)CC1C(=O)NCCN1C(=O)c1cccc(C(F)(F)F)c1 (configuration not stated),-3%
NC(=O)CSc1nnc(-c2ccc(S(=O)(=O)N3CCCCC3)cc2)n1-c1ccccc1,-11%
CCN(CC(=O)Nc1c(C(=O)OC)[nH]c2ccc(Cl)cc12)c1ccc2c(c1)OCO2,5%
CCCOc1cccc(C(=O)Nc2cc(NC(=O)c3cccc(OCCC)c3)cc(C(=O)O)c2)c1,10%
CCCCCn1c(SCc2ccncc2)nc2cc(C(=O)NCc3ccco3)ccc2c1=O,2%
CN(C/C(O)=C(\C#N)c1ccccc1)C1CCCCC1,-8%
Cc1ncsc1C(=O)N1N=C2/C(=C/c3ccccc3)CCCC2C1c1ccccc1 (configuration not stated),-6%
Cc1cc(C)n2nc(SC(C)C(=O)NCc3ccco3)nc2n1 (configuration not stated),-1%
COCCn1c(=S)[nH]c2ccc(N(C)C)cc2c1=O,0%
O=C(CN1CCN(S(=O)(=O)/C=C/c2ccccc2)CC1)NC(=O)NCc1ccco1,0%
CCOc1ccccc1Nc1nc(-c2sc(NC(=O)c3ccco3)nc2C)cs1,4%
O=C(NCC1CCCO1)c1onc(CSc2cccc(Cl)c2)c1C(=O)O (configuration not stated),-7%
O=C(/C=C/Sc1ccccc1)c1ccccc1,4%
CCOC(=O)c1nn(-c2cccc(OC)c2)c(-c2ccccc2)c1C(=O)c1ccccc1,-28%

# An excerpt; the hit share may differ from the screen's.
